High-throughput results from PubChem BioAssay.
GLP1R inv ag = acts as inverse agonist at human GLP-1 receptor; P43220; AID 624417; 1.6% of 410,000 active; Potency, µM (series often up to 38.3 µM), for the others: at the top dose activity change, negative = inhibition, hits mostly inhibitors; HEK293 GLP-1R CRE-luciferase, luminescence, 24 h; GLP-1R form is constitutively active; further: potency means the concentration at half of the fitted maximal effect; on the % scale 0 is the no-effect control and ±100 the full control effect; nearly all actives have a fitted effect of over 55% in size
Target sequence (P43220 whole entry, looked up): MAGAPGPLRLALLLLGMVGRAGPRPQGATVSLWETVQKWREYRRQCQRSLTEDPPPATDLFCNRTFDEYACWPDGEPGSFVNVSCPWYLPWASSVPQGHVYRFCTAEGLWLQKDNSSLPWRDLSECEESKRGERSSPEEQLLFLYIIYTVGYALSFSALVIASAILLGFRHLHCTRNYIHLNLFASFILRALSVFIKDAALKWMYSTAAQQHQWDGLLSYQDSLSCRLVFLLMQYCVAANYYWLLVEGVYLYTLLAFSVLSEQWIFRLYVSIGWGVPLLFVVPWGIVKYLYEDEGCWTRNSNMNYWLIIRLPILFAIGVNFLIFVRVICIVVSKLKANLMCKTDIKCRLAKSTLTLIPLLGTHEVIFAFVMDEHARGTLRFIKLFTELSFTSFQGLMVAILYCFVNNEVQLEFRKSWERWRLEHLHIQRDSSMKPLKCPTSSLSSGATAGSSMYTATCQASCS
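Constitutively active GLP-1R drives a cAMP-responsive luciferase in stably transfected HEK293 cells; test compounds are added after overnight (12 h) attachment and left 24 hr, and signal loss in luminescence marks inhibition.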
aSyn rescue = alpha-synuclein toxicity inhibition in yeast; Yeast expressing alpha-synuclein, growth rescue, BacTiter-Glo, 24 h; Potency, µM (doses to about 46.1 µM), for the others: at the top dose growth rescue (activation), actives largely listed as activators; 0.14% of 370,000 active; further: potency means the concentration at half of the fitted maximal effect; % of control where 0% means no effect; nearly all actives have a fitted effect of over 65% in size
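Rescue of yeast growth: cells expressing toxic alpha-synuclein, induced in galactose at OD600 0.02, incubated with compound 24 h at 30 C. ATP luminescence quantified growth; inhibitors of toxicity appear as activators.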
FUS suppressor = rescues growth of FUS-expressing yeast; S. cerevisiae FUS-expressing, growth rescue, OD600, 24 h; Potency, µM (series often up to 76.6 µM), without a hit: at the top dose growth rescue (activation), most hits filed as activators; 0.24% of 390,000 active; AID 1347120;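 further: potency means the concentration at half of the fitted maximal effect; plate controls were DMSO vehicle for no effect and reference control for full effect; nearly all actives have a fitted effect of over 55% in size; some results filed as inactive show a strong effect at the top dose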
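Absorbance at 600 nm, taken 24hr after compound addition, measured rescue of FUS-yeast growth at 30C. Induction used 2% galactose with seeding at OD 0.005. Controls: CP55940 from 92uM final, DMSO only.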
HEK293 tox = cytotoxicity counter-screen for GLP-1 receptor inverse agonists; Potency, µM (highest dose often 38.3 µM), without a hit: at the highest dose activity change, negative = inhibition, hits mostly inhibitors; AID 624418; HEK293 cAMP-luciferase reporter cells, luminescence, 24 h; 0.13% of 410,000 active;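 further: loss of luciferase light is scored as toxicity; potency means the concentration at half of the fitted maximal effect; on the % scale 0 is the no-effect control and ±100 the full control effect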
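A 23 nL compound transfer followed 12 hours of cell culture at 37 deg C; exposure then lasted 24 hr. Luciferase assay detection reagent was dispensed and plates read for luminescence after a 12 min room-temperature wait.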
TDP-43 yeast inh = inhibitors of TDP-43 toxicity in yeast; TDP-43 expressing yeast growth rescue, BacTiter-Glo, 24 h; Potency, µM (top dose mostly 46.1 µM), inactives show at the highest dose growth rescue (activation), actives largely listed as activators; 1.8% of 410,000 active; AID 652104; further: potency means the concentration at half of the fitted maximal effect; % of control where 0% means no effect; nearly all actives have a fitted effect of over 50% in size
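Yeast cells expressing TDP-43 under galactose induction are exposed to compounds for 24 hr at 30 deg C. BacTiter-Glo luminescence measures growth, so protective compounds score as activators.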
Akt phos inh = Akt phosphorylation inhibition. Neuro2A IGF-stimulated pAkt S473 HTRF, 20 min; hits give low values. activity change, % for hits at 50 µM. 0.32% of 360,000 active. AID 651550; in the data active means activity change below about -80%; inconclusive means mostly about -51% to -80%; further: on the % scale 0 is the no-effect control and ±100 the full control effect
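Neuro2A cells (4,500/well, DMEM with 0.5% FBS) were treated with compound at a single 50 µM final concentration, stimulated with 6 nM IGF for 20 min at 37 °C, and lysed. Phospho-Akt Ser473 was read by HTRF as 665/615 ratio ×10^4.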
PTHR1 agonist = activates the human parathyroid hormone receptor PTHR1. AID 743266. Potency, µM (titrated, usually from 115 µM), for inactives: at the top dose activation, most hits filed as activators. HEK293 GP2 PTHR1 cells, GloSensor cAMP luminescence, 1 h. 0.075% of 410,000 active; further: potency means the concentration at half of the fitted maximal effect; nearly all actives have a fitted effect of over 55% in size; some results filed as inactive show a strong effect at the top dose; inactives centre near -15; many of its hits are not listed in these tables
Target sequence (Q03431 whole entry, looked up): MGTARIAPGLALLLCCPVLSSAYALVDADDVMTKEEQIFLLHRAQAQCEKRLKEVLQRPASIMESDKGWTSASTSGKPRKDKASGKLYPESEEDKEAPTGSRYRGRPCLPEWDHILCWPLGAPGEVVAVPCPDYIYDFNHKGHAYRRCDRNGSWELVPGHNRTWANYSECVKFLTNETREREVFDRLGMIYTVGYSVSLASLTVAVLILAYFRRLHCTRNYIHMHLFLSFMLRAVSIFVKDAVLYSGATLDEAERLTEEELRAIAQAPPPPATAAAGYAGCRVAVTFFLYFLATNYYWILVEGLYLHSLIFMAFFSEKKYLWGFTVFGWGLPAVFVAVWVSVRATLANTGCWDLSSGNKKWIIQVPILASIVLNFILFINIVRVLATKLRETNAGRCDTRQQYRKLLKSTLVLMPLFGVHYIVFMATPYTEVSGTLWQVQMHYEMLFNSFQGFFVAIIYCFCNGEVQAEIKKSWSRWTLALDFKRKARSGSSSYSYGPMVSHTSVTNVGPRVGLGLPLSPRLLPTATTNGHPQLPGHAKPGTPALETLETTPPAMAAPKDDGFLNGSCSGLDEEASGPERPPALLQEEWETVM
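HEK-293-derived GP2 cells expressing PTHR1 and a GloSensor cAMP reporter, 3,000/well, plated overnight, given luciferin plus IBMX (each 0.5 mM as added) for 1 h at 37 °C, then compound for 1 h at 37 °C. Luminescence was read after 15 min at room temperature.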
Abeta yeast res = compounds reversing amyloid beta toxicity in yeast | Potency, µM (top dose mostly 46.1 µM), inactives show at the top dose growth rescue, hits mostly activators | 0.063% of 410,000 active | AID 1347071 | yeast expressing A-beta42, growth rescue, OD600, 48 h; response scale: 0% DMSO, 100% iron-clioquinol control; further: potency means the concentration at half of the fitted maximal effect; nearly all actives have a fitted effect of over 55% in size
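Growth rescue measured by 600 nm absorbance after 48 h yeast culture at 30 C with compound. Values normalized between DMSO and an equimolar ferric chloride plus clioquinol control.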
Mm-Cpn inhibitor = M. maripaludis TRiC chaperonin inhibition. AID 504842. 0.031% of 330,000 active. Potency, µM (top dose mostly 76.9 µM), without a hit: top-dose activity, negative = inhibition, hits mostly inhibitors. purified Mm-Cpn ATPase, ADP Transcreener TR-FRET; further: potency means the concentration at half of the fitted maximal effect; on the % scale 0 is the no-effect control and ±100 the full control effect; nearly all actives have a fitted effect of over 80% in size
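Quantitative HTS used 25 nM Mm-CPN and 10 uM ATP in magnesium/KCl Tris buffer, pH 7.4, with 1 mM DTT. Hydrolysis ran 30 min at 37°C; ADP was read by HTRF.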
* = called active by the depositor; i = inactive; ? = inconclusive; . = no result given; [ ] = dose if it differs, or a comment. Unless noted, the call rests on the fitted dose curve; in most records, active means well fitted curve in the direction sought with a large enough effect; inconclusive means small, poorly fitted or top-dose-only effect, or another doubt; inactive means no such curve, though single readings can be large; an effect the other way counts as inactive or inconclusive. Some of the compounds tested. The share of hits here may be higher or lower than overall.

SMILES	GLP1R inv ag	aSyn rescue	FUS suppressor	HEK293 tox	TDP-43 yeast inh	Akt phos inh	PTHR1 agonist	Abeta yeast res	Mm-Cpn inhibitor
Cn1c(=O)c2cc(NC(=O)c3ccccc3Cl)c(=O)oc2n(C)c1=O	10.2%	-22.1%	11.5%	3.9%	-36.1%[inhibitor]	i	-9.3%[57.5 µM]	-18.9%	1.8%
Cc1cccc(Cn2nnc3c(=O)[nH]c(C4CCN(C(=O)c5ccccc5F)CC4)nc32)c1	1.8%	.	4.3%	0.0%	21.2%	.	i	19.4%	.
COc1ccccc1C(=O)N(C)CC(=O)Nc1ccc(N2CCOCC2)cc1	1.1%	0.1%	-22.5%	5.7%	8.2%	i	i	-19.4%	1.6%
CCCCCNC(=O)C(c1cc2ccccc2o1)n1c(=O)c(-c2ccco2)nc2ccccc21 (configuration not stated)	8.7%	6.5%	?	21.7%	8.6%	i	-0.3%	-6.8%	.
COc1ccc(OC)c(NC(=O)CSc2nnc(CNC(=O)COc3ccc(Cl)cc3)o2)c1	-10.3%	2.7%	25.8%	1.2%	4.2%	i	-9.1%	-0.5%	1.0%
CC(C)NC(=O)C1CCCN(S(=O)(=O)c2cccc3nonc23)C1 (configuration not stated)	15.7%	9.9%	-9.0%	-0.9%	-17.0%	i	i	6.8%	0.7%
CCC(=O)Nc1nc2c(c(=O)[nH]1)CCCC2	12.7%	1.6%	16.9%	-2.1%	0.0%	i	-14.6%	0.1%	2.4%
Cc1ccnc(N2CCCC(C(=O)Nc3cc(F)ccc3C)C2)n1 (configuration not stated)	6.9%	-7.7%	32.2%	-7.6%	-5.6%	i	i	-10.9%	-0.7%
COc1ccc(Cl)cc1-n1c(C)ccc1C	11.8%	-0.7%	9.8%	6.8%	-12.2%	i	i	-0.9%	0.6%
CCOc1ccc(Nc2nc(N)nc(CSC(=S)N3CCOCC3)n2)cc1	22.5%	-0.9%	1.7%	0.1%	8.5%	i	-14.9%	-4.5%	8.3%
O=C(COc1ccc(Cl)cc1Cl)NC(=S)Nc1ccc(CN2CCOCC2)cc1	-26.4%	11.8%	13.5%	14.7%	-9.0%	i	-40.4%[inhibitor]	-19.0%	-1.3%
O=c1[nH]c2ccc(S(=O)(=O)Nc3ccc(Cl)cc3)cc2o1	-15.4%	3.3%	-0.3%	-3.3%	0.0%	i	-0.4%	-3.0%	3.2%
O=C(NCCc1ccc(Cl)cc1)c1ccc(Cn2c(=O)c3cccn3c3cccnc32)cc1	3.5%	.	-6.9%	14.5%	?	.	-1.3%	7.9%	.
O=C(C1CCCCC1)N1CCCC(c2nc(-c3ccc(F)cc3)no2)C1 (configuration not stated)	?	-0.1%	36.7%	16.1%	-1.8%	i	i	-3.5%	0.1%
COc1cccc(/C=C/C(=O)N(C)CC(=O)Nc2ccc(Cl)c(C(F)(F)F)c2)c1	?	-8.3%	26.6%	3.5%	-12.7%	i	?	-5.2%	0.4%
COc1cc(CNCc2ccccc2Cl)ccc1OCC(=O)NC1CCCCC1	10µM*	0.3%	24.5%	-26.0%	0.0%	i	i	-9.9%	1.6%
CN(C)c1ccc(N=Cc2nc(-c3ccccc3)oc2OC(=O)c2cccc(Cl)c2)cc1	-23.5%	0.2%	12.5%	-3.8%	14.5%	i	-30.4%[inhibitor]	20.1%	-1.3%
O=C(CN1CCCC1)N1c2ccccc2C=Cc2ccccc21	12.4%	9.3%	3.3%	4.1%	0.8%	i	-2.3%	-0.7%	2.4%
COc1cc(OC)c(NC(=O)C(NS(=O)(=O)c2cccc3nsnc23)c2ccccc2)cc1Cl (configuration not stated)	-27.3%	.	22.4µM*	0.4%	7.4%	.	i	0.6%	.
Oc1[nH]c2ccccc2c1C=NCC1CCCO1 (configuration not stated)	14.0%	0.2%	.	-4.8%	-9.9%	i	-1.9%	-18.6%	-0.9%
O=C(CN1C(=O)NC2(CCCCCC2)C1=O)c1ccc2c(c1)OCCO2	?	13.0%	4.8%	-27.4%	-26.0%	i	-10.9%	-27.6%	-0.5%
O=C1CC(c2ccc(Cl)cc2)n2nc(N3C(=O)CCC3=O)nc2N1 (configuration not stated)	16.1%	0.0%	-8.0%	5.8%	-17.6%	i	-17.0%	-2.4%	1.8%
COc1ccc(Cl)cc1C(=O)NC(=S)Nc1ccccc1N1CCOCC1	-8.3%	-1.6%	-9.9%	-2.0%	-8.1%	i	i	-13.1%	-0.8%
CC(=O)Nc1ccccc1-c1nnn(CC(=O)Nc2ccc3c(c2)OCCO3)n1	-4.8%	7.4%	4.7%	0.0%	-8.6%	i	-9.8%	3.3%	3.2%
c1cncc(CNc2c3c(nc4nnnn24)CCCC3)c1	29.2%	2.3%	2.8%	-1.2%	3.8%	i	i	8.9%	-0.9%

Profiles as entered above. Order of values: GLP1R inv ag	aSyn rescue	FUS suppressor	HEK293 tox	TDP-43 yeast inh	Akt phos inh	PTHR1 agonist	Abeta yeast res	Mm-Cpn inhibitor
Record of `O=C(C1CCCCC1)N1CCCC(c2nc(-c3ccc(F)cc3)no2)C1` (configuration not stated) = ?	-0.1%	36.7%	16.1%	-1.8%	i	i	-3.5%	0.1%
Record of `O=c1[nH]c2ccc(S(=O)(=O)Nc3ccc(Cl)cc3)cc2o1` = -15.4%	3.3%	-0.3%	-3.3%	0.0%	i	-0.4%	-3.0%	3.2%
Record of `COc1cc(CNCc2ccccc2Cl)ccc1OCC(=O)NC1CCCCC1` = 10µM*	0.3%	24.5%	-26.0%	0.0%	i	i	-9.9%	1.6%
Record of `Cc1cccc(Cn2nnc3c(=O)[nH]c(C4CCN(C(=O)c5ccccc5F)CC4)nc32)c1` = 1.8%	.	4.3%	0.0%	21.2%	.	i	19.4%	.

More records
SMILES	GLP1R inv ag	aSyn rescue	FUS suppressor	HEK293 tox	TDP-43 yeast inh	Akt phos inh	PTHR1 agonist	Abeta yeast res	Mm-Cpn inhibitor
CCC(N)C12CC3CC(CC(O)(C3)C1)C2 (configuration not stated)	2.6%	5.9%	-9.1%	3.2%	-5.2%	i	i	3.6%	0.4%
COc1ccc2c(c1)SC(C)CC2=O (configuration not stated)	16.0%	1.0%	-24.3%	-1.4%	4.8%	i	-5.7%[57.5 µM]	5.4%	-0.6%
Cc1cc2ncn(CCC(=O)NC3CCCC3)c2cc1C	2.2%	-2.3%	5.7%	-0.1%	-21.0%	i	-10.2%	0.9%	0.1%
COc1ccc(NC(=O)/C(C#N)=C/c2ncc([N+](=O)[O-])n2C)c(OC)c1	2.5%	?	?	2.7%	-19.7%	i	-60.6%[inhibitor]	?	1.4%
C/C(=N\Nc1cccc(Cl)c1)c1ccncc1	?	-4.1%	-16.9%	-11.5%	20.7%	i	-15.6%	-10.2%	-0.8%
Cc1ccc(C)c(Nc2ccc3nonc3c2[N+](=O)[O-])c1	13.1%	1.0%	-21.0%	-2.1%	16.4%	i	i	-11.4%	-2.7%
COc1ccc2[nH]c(C)c(CN3CCC(C)CC3)c(=O)c2c1	-27.6%	-0.2%	-11.5%	?	-8.6%	i	-2.6%[57.5 µM]	4.9%	0.3%
Cc1nn(Cc2ccccc2Cl)c(C)c1C(=O)NCCN1C(=O)S/C(=C\c2ccccc2)C1=O	-3.7%	-9.9%	-19.2%	-1.9%	0.0%	i	-4.5%	-4.0%	0.0%
C=CCOC(=O)C1=C[C@H](c2ccc(C(F)(F)F)cc2)C[C@H](OCCCCO)O1	?	-3.7%	?	-15.2%	?	i	i	2.0%	.
Cc1ccc(N(Cc2cc3ccc(C)cc3[nH]c2=O)S(=O)(=O)c2ccccc2)cc1	-14.8%	-9.0%	-17.5%	-0.3%	-6.3%	i	-11.2%	5.9%	-3.2%
Cc1ccc(C)c(Cn2cnc3ccccc3c2=O)c1	?	.	-18.4%	1.2%	41.7%	.	-62.1%	14.5%	.
Cc1ccc(-n2nc3c(N4CCC(C(=O)NCc5ccc(C)o5)CC4)nnc(C)c3c2C)cc1	?	-3.5%	20.7%	?	-8.8%	i	-0.2%	-4.8%	-4.6%
O=C(NCc1n[nH]c(=S)n1-c1ccccc1)c1cccs1	4.4%	-2.0%	8.6%	13.3%	-0.3%	i	-18.4%	-33.0%	1.1%
Cc1cccc(CSC2=NN3CCCC(=O)N=C3S2)c1	9.7%	14.0%	12.1%	4.5%	?	i	-23.0%	6.3%	-2.0%
COc1ccc(/C=N/NC(=O)c2ccc3nc[nH]c3c2)cc1OC	1.2%	3.0%	5.6%	1.2%	20.7%	i	i	-3.8%	0.4%

Some of these compounds in order of their number in GLP1R inv ag, ascending:
| Compound | GLP1R inv ag | Akt phos inh | PTHR1 agonist | Mm-Cpn inhibitor |
| --- | --- | --- | --- | --- |
| Cc1cc2ncn(CCC(=O)NC3CCCC3)c2cc1C | 2.2% | i | -10.2% | 0.1% |
| COc1ccc(NC(=O)/C(C#N)=C/c2ncc([N+](=O)[O-])n2C)c(OC)c1 | 2.5% | i | -60.6%[inhibitor] | 1.4% |
| Cc1ccc(C)c(Nc2ccc3nonc3c2[N+](=O)[O-])c1 | 13.1% | i | i | -2.7% |
| COc1ccc2c(c1)SC(C)CC2=O (configuration not stated) | 16.0% | i | -5.7%[57.5 µM] | -0.6% |
